# Rab9 promoter act: qHTS Assay for Rab9 Promoter Activators. Huh7 Rab9 promoter-luciferase reporter, luminescence, 24 h. Potency, µM (titrated, usually from 9.22 µM), without a hit: at the highest dose activation, negative = inhibition, actives largely listed as activators. actives 2.8% (n = 320,000). AID 485297, 2010; further: potency means the concentration at half of the fitted maximal effect; % of control where 0% means no effect; nearly all actives have a fitted effect of over 60% in size
#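 Cells were plated at 1500 per well in reduced-serum medium with 10% FBS and left 2 h. Compound in DMSO was then added for 24 h at 37 °C. Reporter signal was read by luminescence after 10 min with luciferase detection reagent.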
# FLuc modulator: qHTS profiling assay for firefly luciferase inhibitor/activator using purifed enzyme and Km concentrations of substrates (counterscreen for miR-21 project). Potency, µM (doses to about 57.5 µM), for inactives: at the top dose activity change, negative = inhibition, actives largely listed as inhibitors. actives 6.9% (n = 360,000). purified FLuc, Km substrates, luminescence inhibition. Luciferin 4-monooxygenase (Photinus pyralis), P08659. AID 588342, 2011;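 further: potency means the concentration at half of the fitted maximal effect; plate controls were vehicle for no effect and reference inhibitor for full effect; nearly all actives have a fitted effect of over 55% in size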
#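 Purified P. pyralis luciferase (10nM final) with 10uM D-luciferin and 10uM ATP (Km levels) in 50mM Tris acetate pH 7.5, 10mM Mg acetate, 0.01% Tween-20, 0.05% BSA; qHTS 6-point titration, ~60 µM downward; luminescence read.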
# RORg inh: qHTS for inhibitors of ROR gamma transcriptional activity. Nuclear receptor ROR-gamma (Mus musculus), P51450. Drosophila S2 Gal4-RORgamma UAS-luciferase reporter, 20 h. Potency, µM (highest dose often 53.6 µM), for the others: top-dose activity change, negative = inhibition, hits mostly inhibitors. actives 5.4% (n = 310,000); further: potency means the concentration at half of the fitted maximal effect; on the % scale 0 is the no-effect control and ±100 the full control effect; nearly all actives have a fitted effect of over 60% in size
#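 Luciferase reporter read in Schneider cells carrying Gal4-RORγ (mouse) and UAS-Photinus luciferase; cells given compound 1 h before 700 uM copper sulfate induction, then incubated 20 h at ambient temperature.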
# PKM2 act: qHTS Assay for Activators of Human Muscle isoform 2 Pyruvate Kinase | actives 0.34% (n = 260,000) | purified PKM2, Kinase-Glo ATP luminescence, activation; response scale: 0% is enzyme alone, no compound | Pyruvate kinase PKM (Homo sapiens), P14618 | Potency, µM (titrated, usually from 57.5 µM), without a hit: top-dose activation, actives largely listed as activators; further: potency means the concentration at half of the fitted maximal effect; on the % scale 0 is the no-effect control and ±100 the full control effect; nearly all actives have a fitted effect of over 55% in size
# Target sequence (P14618 whole entry, looked up, canonical isoform): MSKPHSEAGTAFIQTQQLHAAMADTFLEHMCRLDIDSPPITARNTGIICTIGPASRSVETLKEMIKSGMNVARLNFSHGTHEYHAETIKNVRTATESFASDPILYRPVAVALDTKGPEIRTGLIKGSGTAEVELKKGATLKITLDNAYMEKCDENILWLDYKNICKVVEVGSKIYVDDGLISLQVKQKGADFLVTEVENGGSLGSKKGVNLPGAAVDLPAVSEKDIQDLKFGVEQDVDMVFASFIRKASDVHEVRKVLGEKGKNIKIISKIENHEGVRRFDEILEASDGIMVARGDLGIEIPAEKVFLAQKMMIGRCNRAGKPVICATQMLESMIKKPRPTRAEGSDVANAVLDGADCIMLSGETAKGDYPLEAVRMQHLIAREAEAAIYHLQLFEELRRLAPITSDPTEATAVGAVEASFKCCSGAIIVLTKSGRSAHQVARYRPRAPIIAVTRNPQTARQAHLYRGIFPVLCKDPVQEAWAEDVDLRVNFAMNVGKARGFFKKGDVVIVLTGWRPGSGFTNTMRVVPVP
#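 ATP formation by purified human PK-M2, quantified via coupled luciferase luminescence after 1 h at room temperature with 0.1 mM ADP and 0.5 mM PEP final.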
# p53 reactivator: qHTS assay for re-activators of p53 using a Luc reporter | H1299 p53-A138V BP100-luciferase reporter, luminescence, 24 h | Potency, µM (top dose mostly 92.2 µM), for the others: top-dose activity change, positive = activation, usual class: activators | actives 0.063% (n = 320,000) | AID 504706, 2011; further: potency means the concentration at half of the fitted maximal effect; % of control where 0% means no effect; nearly all actives have a fitted effect of over 45% in size
#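 H1299 (p53-null), stable ts p53-A138V + BP100-Luc; 1000 cells/well, Opti-MEM/10% FBS; cpd 4 pt, 1:5; 24 h, 37 deg C, 5% CO2; detection reagent 10 min RT; luminescence.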
# Gal4-VP16 FLuc: VP16 counterscreen qHTS for inhibitors of ROR gamma transcriptional activity; Drosophila S2 Gal4-VP16 UAS-luciferase, luminescence, 20 h; Potency, µM (top dose mostly 53.6 µM), for inactives: top-dose activity, negative = inhibition, most hits filed as inhibitors; actives 3.5% (n = 310,000); AID 2546, 2010;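 further: Gal4-VP16 expression switched on by copper sulfate through the metallothionein promoter; potency means the concentration at half of the fitted maximal effect; on the % scale 0 is the no-effect control and ±100 the full control effect; nearly all actives have a fitted effect of over 50% in size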
# Giardia killer: Small Molecules that selectively kill Giardia lamblia: qHTS; Giardia lamblia trophozoite viability; activity change, % at 7.66 µM, hits read low; actives 0.15% (n = 340,000); in the data active means activity change below about -80%; inconclusive means between about -30% and that limit;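 further: parasites exposed to compound for two days anaerobically before the ATP read; on the % scale 0 is the no-effect control and ±100 the full control effect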
#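 Viability, read as ATP luminescence: trophozoites at 100 cells/well, compound added, 48 hrs anaerobic at 37 deg C, then 15-30 min room-temperature development before reading.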
# Menin-MLL TR inh: qHTS Assay for Inhibitors Targeting the Menin-MLL Interaction in MLL Related Leukemias: Competition With Texas Red Labeled MLL-derived Mutant Peptide | actives 0.23% (n = 270,000) | Menin + Texas Red MLL mutant peptide, fluorescence polarization | O00255 | Potency, µM (top dose mostly 61.6 µM), without a hit: at the top dose FP activity change, negative = inhibition, most hits filed as inhibitors; active means well fitted inhibition curve with a large enough effect in the polarisation, with a control signal flat, not every such curve was filed as active; inconclusive means small, poorly fitted or top-dose-only effect, or effect the other way, or a change in a side signal; inactive means no such curve, though single readings can be large or run the other way; the % refers to the polarisation; further: potency means the concentration at half of the fitted maximal effect; % of control where 0% means no effect; many of its hits are not listed in these tables
# NPC1 promoter act: qHTS Assay for NPC1 Promoter Activators. Huh7 NPC1 promoter luciferase reporter, 24 h. actives 2.4% (n = 320,000). Potency, µM (doses to about 9.22 µM), without a hit: at the top dose activation, actives largely listed as activators;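 further: potency means the concentration at half of the fitted maximal effect; % of control where 0% means no effect; nearly all actives have a fitted effect of over 60% in size; reporter is driven by a mutant NPC1 promoter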
#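 Stably transfected Huh7 (NPC1 promoter→luciferase), 1500 cells/well in Opti-MEM + 10% FBS, 2 h settle, then compound 24 h at 37 °C. Luminescence after 10 min with Amplite reagent.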
# ELG1 genotoxic: qHTS screen for small molecules that induce genotoxicity in human embryonic kidney (HEK293T) cells expressing luciferase-tagged ELG1 | actives 1.3% (n = 330,000) | Potency, µM (doses to about 46 µM), without a hit: at the top dose activity change, positive = activation, usual class: activators | HEK293T ELG1-luciferase reporter, luminescence, 16 h; further: potency means the concentration at half of the fitted maximal effect; % of control where 0% means no effect; nearly all actives have a fitted effect of over 60% in size
#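 ELG1-luciferase HEK293T cells, 2,000/well; compound pinned in; 16 hr, 37 °C, 5% CO2; ONE-Glo, 30 min RT; luminescence on CCD imager.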
# BRCA1 expr act: qHTS Assay to Identify Small Molecule Activators of BRCA1 Expression; MCF7-BRCA1-FFLuc reporter, luminescence, 48 h; response scale: scaled: vehicle 0%, 10 µM genistein 100%; Potency, µM (doses to about 46.1 µM), without a hit: at the top dose activation, actives largely listed as activators; actives 1.1% (n = 380,000); AID 624202, 2012; further: potency means the concentration at half of the fitted maximal effect; nearly all actives have a fitted effect of over 80% in size; some results filed as inactive show a strong effect at the top dose
#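 Using MCF7 cells harboring a BRCA1 firefly luciferase reporter, plated 2 h before compound pinning, the screen measured luminescence after 48 h incubation. Responses were normalized to DMSO and 10 microM genistein, then fitted for concentration-effect.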
# * hit, by the source's call; ? = inconclusive; / = no result given; [ ] = remark or other dose. Unless noted, the call rests on the fitted dose curve; in most records, active means well fitted curve in the direction sought with a large enough effect; inconclusive means small, poorly fitted or top-dose-only effect, or another doubt; inactive means no such curve, though single readings can be large; an effect the other way counts as inactive or inconclusive. Not all compounds are listed; the hit share may differ from the screen's.
no.	molecule	Rab9 promoter act	FLuc modulator	RORg inh	PKM2 act	p53 reactivator	Gal4-VP16 FLuc
1	O=C(CSc1n[nH]c(-c2ccccc2)n1)N1CCOCC1	12%	?	-1%	-1%	14%	9%
2	O=C(Cc1c(C(=O)O)[nH]c2ccc(Cl)cc12)Nc1ccc2c(c1)OCCO2	18%	1%	14%	-2%	1%	-10%
3	CCCNC(=O)c1ccccc1NC(=O)C1COc2ccccc2O1 (centres undefined)	6%	-1%	2%	-4%	-1%	3%
4	Nc1nc(-c2cccnc2)nn1C(=O)c1ccc(Cl)cc1	-10%	-1%	3%	1%	2%	-4%
5	O=C(Cc1ccccc1)c1c[nH]c(C(=O)O)c1	-38%[inhibitor]	0%	-10%	-6%	0%	-8%
6	Cc1ccc(C(=O)Oc2ccccc2N2CCOCC2)cc1	-8%	2%	16%	0%	21%	1%
7	FC(F)Oc1ccc(/C=N/n2c(Cc3ccc(Br)cc3)n[nH]c2=S)cc1	-3%	?	8.9µM*	-21%	-1%	?
8	Cc1ccc(-c2noc(CSc3nnc(Cc4cccs4)n3-c3ccccc3)n2)cc1	1%	-14%	51%	-5%	-3%	-12%
9	O=C(NCc1ccccc1)NC1(C(=O)Nc2ccc3c(c2)OCCO3)CCCCC1	4%	-14%	20%[10 µM]	14%	15%	3%
10	CCOC(=O)c1c(NC(=O)C2(C)Cc3ccccc3C(=O)O2)sc2c1CCCC2 (centres undefined)	10%	-5%	?	-15%	-8%	1%
11	O=C(Nc1cc(S(=O)(=O)N2CCCCC2)ccc1Cl)c1ccncc1	-3%	-1%	/	/	-1%	/
12	CC(=O)Oc1ccc(/C=C2\C=C(c3ccc(C)cc3)OC2=O)cc1	-4%[1.84 µM]	-20%	0.45µM*	/	11%	?

no.	Giardia killer	Menin-MLL TR inh	NPC1 promoter act	ELG1 genotoxic	BRCA1 expr act
1	-1	-5%	9%	23%	31%
2	-9	?	-2%	3%	-14%
3	1	20%	-4%	-2%	-10%
4	20	5%	-1%	1%	-5%
5	?	-8%	-4%	-3%	-10%
6	6	/	2%	0%	-5%
7	3	?	-5%	1%	-16%
8	-8	-9%	-4%	10%	-19%
9	2	3%	8%	17%	9%
10	2	-14%	-1%	-3%	-28%
11	4	/	-2%	-2%	-5%
12	10	1%	-1%	2%	-21%

# Arranged by heavy-atom count (smallest number first): 10 of the compounds above
no.	molecule	Rab9 promoter act	FLuc modulator	RORg inh	PKM2 act	p53 reactivator	Gal4-VP16 FLuc
5	O=C(Cc1ccccc1)c1c[nH]c(C(=O)O)c1	-38%[inhibitor]	0%	-10%	-6%	0%	-8%
1	O=C(CSc1n[nH]c(-c2ccccc2)n1)N1CCOCC1	12%	?	-1%	-1%	14%	9%
6	Cc1ccc(C(=O)Oc2ccccc2N2CCOCC2)cc1	-8%	2%	16%	0%	21%	1%
12	CC(=O)Oc1ccc(/C=C2\C=C(c3ccc(C)cc3)OC2=O)cc1	-4%[1.84 µM]	-20%	0.45µM*	/	11%	?
3	CCCNC(=O)c1ccccc1NC(=O)C1COc2ccccc2O1 (centres undefined)	6%	-1%	2%	-4%	-1%	3%
7	FC(F)Oc1ccc(/C=N/n2c(Cc3ccc(Br)cc3)n[nH]c2=S)cc1	-3%	?	8.9µM*	-21%	-1%	?
2	O=C(Cc1c(C(=O)O)[nH]c2ccc(Cl)cc12)Nc1ccc2c(c1)OCCO2	18%	1%	14%	-2%	1%	-10%
10	CCOC(=O)c1c(NC(=O)C2(C)Cc3ccccc3C(=O)O2)sc2c1CCCC2 (centres undefined)	10%	-5%	?	-15%	-8%	1%
9	O=C(NCc1ccccc1)NC1(C(=O)Nc2ccc3c(c2)OCCO3)CCCCC1	4%	-14%	20%[10 µM]	14%	15%	3%
8	Cc1ccc(-c2noc(CSc3nnc(Cc4cccs4)n3-c3ccccc3)n2)cc1	1%	-14%	51%	-5%	-3%	-12%

no.	Giardia killer	Menin-MLL TR inh	NPC1 promoter act	ELG1 genotoxic	BRCA1 expr act
5	?	-8%	-4%	-3%	-10%
1	-1	-5%	9%	23%	31%
6	6	/	2%	0%	-5%
12	10	1%	-1%	2%	-21%
3	1	20%	-4%	-2%	-10%
7	3	?	-5%	1%	-16%
2	-9	?	-2%	3%	-14%
10	2	-14%	-1%	-3%	-28%
9	2	3%	8%	17%	9%
8	-8	-9%	-4%	10%	-19%

# Later entries
no.	molecule	Rab9 promoter act	FLuc modulator	RORg inh	PKM2 act	p53 reactivator	Gal4-VP16 FLuc
13	Cc1c(C)n(Cc2ccccc2)c2ncnc(Cl)c12	-11%	-2%	-9%	/	-6%	?
14	CCOc1ccc(NC(=O)CN2CCN(c3ccc(F)cc3)CC2)cc1	-5%	0%	5%	/	-3%	-6%
15	CCOC(=O)c1sc(NC(=O)C2CC(=O)N(c3ccc(C)cc3)C2)nc1C (centres undefined)	?	0%	-16%	1%	0%	11%
16	CCOC(=O)c1sc2nc(C)[nH]c(=S)c2c1C	-3%	6%	0.56µM*	4%	0%	0.79µM*
17	CC(=O)Nc1ccc(C2=CC(=O)CC(C)(C)C2)cc1	-3%	-11%	/	/	-1%	/
18	CCCNC(=O)C1CCN(c2ccc(S(=O)(=O)N3CCOCC3)cc2Cl)CC1	-4%	2%	?	0%	28%	10%
19	C=CCn1c(SCc2c(C)noc2C)nc2sc3c(c2c1=O)CCCC3	-19%	2%	-22%	2%	-8%	6%
20	CSc1ccccc1NC(=S)N/N=C/c1cccn1Cc1cccc(C)c1	-5%	-6%	0.89µM*	-4%	-2%	5µM*
21	CN(CC(=O)NC(=O)NCc1ccccc1)CC(=O)Nc1ccc(Cl)c(C(F)(F)F)c1	9%	-7%	/	/	-7%	/

no.	Giardia killer	Menin-MLL TR inh	NPC1 promoter act	ELG1 genotoxic	BRCA1 expr act
13	-6	?	-6%	-10%	-3%
14	-1	-6%	-3%	0%	-3%
15	2	?	0%	-3%	-6%
16	12	30%	2%	3%	-7%
17	-21	/	0%	8%	37%
18	-4	-4%	-2%	-5%	-27%
19	6	-14%	-24%	-5%	-90%[inhibitor]
20	9	9%	-4%	-15%	-12%
21	-3	/	-6%	-3%	-94%[inhibitor]
